EP2 antag = blocks the human prostaglandin E2 receptor EP2. P43116. C6 glioma cells expressing human EP2, cAMP TR-FRET; cells stimulated with saturating PGE2. inhibition, % at 25 µM. 260,000 compounds, 0.52% hits. AID 1422;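 active = percent inhibition above 40 after rounding to a whole number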;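 also: rat C6 glioma host cells with rolipram phosphodiesterase inhibitor present; the protocol text gives 20 µM as final concentration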
Target sequence (P43116 whole entry, looked up): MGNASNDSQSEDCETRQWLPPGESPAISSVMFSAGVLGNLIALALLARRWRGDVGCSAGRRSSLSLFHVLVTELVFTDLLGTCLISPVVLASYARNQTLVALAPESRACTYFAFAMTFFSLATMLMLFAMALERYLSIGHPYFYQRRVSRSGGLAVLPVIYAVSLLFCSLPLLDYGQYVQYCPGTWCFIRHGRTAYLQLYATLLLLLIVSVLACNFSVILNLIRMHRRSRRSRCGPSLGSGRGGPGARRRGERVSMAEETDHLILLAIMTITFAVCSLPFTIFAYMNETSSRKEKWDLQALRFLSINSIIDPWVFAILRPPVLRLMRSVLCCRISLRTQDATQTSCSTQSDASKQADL
Numbers without * were called inactive; & = joins results of further samples. An excerpt; count on the stated rates, not on these rows.

SMILES	EP2 antag
COc1cc(NC(=S)NC(=O)c2cccc(C)c2)ccc1NC(=O)c1ccco1	9
CSc1ccc(CNCC2CCCO2)cc1 (configuration not stated)	7
CC1CCN(C(=O)CN2CCC(n3nnc4ccccc4c3=O)CC2)CC1	6
CCCC(c1nnnn1CCc1ccccc1)N(Cc1cc2cccc(C)c2[nH]c1=O)C1CCCC1 (configuration not stated)	5
CCC(c1nnnn1CCc1ccc(OC)c(OC)c1)N1CCN(c2ccccc2)CC1 (configuration not stated)	11
Cc1ccc(NC(=O)CN2C(=O)c3cccc4cccc2c34)cc1C	5
COc1ccc(-c2cc(-c3ccc(C)cc3)nc(N)c2C#N)cc1OC	11
Cc1n[nH]c(=O)c2cc3sccc3n12	8
COc1ccc(C(=O)N2CCN(c3ccccc3F)CC2)c(OC)c1	10
Cc1ccc(-c2nnn(CC(=O)N(CC(=O)NC(C)(C)C)c3cccc(C(F)(F)F)c3)n2)o1	9
O=C([O-])c1ccc[n+](CC(O)COc2ccc(Br)cc2)c1 (configuration not stated)	21
Cc1cccc(N2CCN(C(c3nnnn3C3CCCC3)C(C)C)CC2)c1C (configuration not stated)	12
Cc1cccc2cc(C(c3nnnn3Cc3ccc(F)cc3)N3CCCC3)c(=O)[nH]c12 (configuration not stated)	9
CCOc1ccc(NC(=O)CSc2nnc(-c3ccccc3)n2C)cc1	4
O=C(NC1CCCCC1)C(c1ccccc1F)N(Cc1ccc2c(c1)OCO2)C(=O)c1cccs1 (configuration not stated)	7
N#CCSc1nnc(-c2ccccc2Cl)o1	10
COc1cc(CN2C(=O)[C@H]3CCCN3C(=O)c3ccccc32)cc(OC)c1OC	8
OCCc1ccccc1	15
COc1ccc(C(NC(=O)CCC2CCCC2)c2nccn2C)cc1OC (configuration not stated)	5
O=C(Nc1ccccc1)c1cc2n(n1)C(C(F)(F)F)CC(c1ccco1)N2 (configuration not stated)	7

Looked up above.
`O=C(Nc1ccccc1)c1cc2n(n1)C(C(F)(F)F)CC(c1ccco1)N2` (configuration not stated) in EP2 antag shows 7
`Cc1ccc(-c2nnn(CC(=O)N(CC(=O)NC(C)(C)C)c3cccc(C(F)(F)F)c3)n2)o1` in EP2 antag shows 9
`COc1cc(NC(=S)NC(=O)c2cccc(C)c2)ccc1NC(=O)c1ccco1` in EP2 antag shows 9
`CSc1ccc(CNCC2CCCO2)cc1` (configuration not stated) in EP2 antag shows 7
`CCC(c1nnnn1CCc1ccc(OC)c(OC)c1)N1CCN(c2ccccc2)CC1` (configuration not stated) in EP2 antag shows 11
`COc1ccc(C(=O)N2CCN(c3ccccc3F)CC2)c(OC)c1` in EP2 antag shows 10
`OCCc1ccccc1` in EP2 antag shows 15

The results go on:
SMILES	EP2 antag
COc1ccc2[nH]c(=O)c(C(c3nnnn3CC3CCCO3)N(C)C3CCCCC3)cc2c1 (configuration not stated)	7
O=C(Nc1ccc2c(c1)OCO2)c1cc(-c2ccc(Cl)cc2Cl)on1	14
Cc1cn(CC[C@H](N)C(=O)O)c(=O)[nH]c1=O	8
CCc1nc2sc3c(c2c2nnc(SCC(=O)Nc4ccccc4C(F)(F)F)n12)CCCC3	6
COc1ccc(-c2cc(C(F)(F)F)nc(SCC(=O)Nc3c(C)nn(C)c3C)n2)cc1OC	5
CC(=O)N1CCC2(CC1)CC(O)c1cc(C)c(C)cc1O2 (configuration not stated)	4
CCOc1ccc(C2C(C#N)=C(N)Oc3n[nH]c(C(C)(C)C)c32)cc1 (configuration not stated)	20
O=C(O)[C@@H]1[C@H](C(=O)NCc2ccccn2)[C@@H]2C=C[C@H]1O2	8
COc1ccc2[nH]c(=O)c(CN(C3CCCCC3)C(c3nnnn3C(C)(C)C)C(C)C)cc2c1 (configuration not stated)	5
O=c1[nH]c(O)c(C=NCc2cccc(C(F)(F)F)c2)c(=O)[nH]1	12
CCn1c(SCC(=O)Nc2ccc(OC)cc2OC)nnc1-c1ccoc1C	8
Cc1cccc(NC(=O)CSc2nc(-c3ccco3)cc(C(F)(F)F)n2)c1C	10
Cc1ccc(-n2c(CSc3nc(C)cc(C)n3)nnc2SCC(=O)Nc2ccccc2O)cc1	4
C=CCc1ccc(O)c(OC)c1	11
COc1ccc(C(=O)Nc2ccc(N3CCN(C(=O)C(C)C)CC3)cc2)cc1Cl	4
CCOC(=O)C1CCN(C(=O)CN(c2ccccc2OC)S(=O)(=O)c2ccc(C)cc2)CC1	5
Cn1c(=O)c2c(nc(N3CCCC3)n2CC(O)COc2ccccc2)n(C)c1=O (configuration not stated)	6
COc1cccc(OC)c1C(=O)Nc1cc(-c2nc3ncccc3o2)ccc1C	11
COC(=O)c1cn(CC(=O)N2CCOCC2)c2ccccc12	4
CN(C(=O)Cn1nc(-c2nccc3ccccc23)oc1=O)C1CCCCC1	6
Cc1nn(C)c(C)c1-c1cc(C(=O)NC2(c3ccccc3)CCCC2)[nH]n1	5
O=C(Nc1cccnc1)c1cc(-c2ccccc2Cl)on1	9
COc1ccc(Cn2nnnc2CN(Cc2ccco2)Cc2cc3cccc(C)c3[nH]c2=O)cc1	12
CCn1c2ccccc2c2cc(NC(=O)C(=O)NCCCOC)ccc21	11
COc1ccc(Cn2nnnc2CN(Cc2cc3cc(C)c(C)cc3[nH]c2=O)CC2CCCO2)cc1 (configuration not stated)	8
CCOC(=O)Cc1csc(NC(=O)c2ccc(OCC)cc2)n1	8
COCCn1c(SCC(=O)Nc2nc(C)cs2)nnc1-c1ccncc1	12
Cc1cccc(CCN(C(=O)c2ccco2)C(C(=O)NC2CCCC2)c2cccnc2)c1 (configuration not stated)	10
COc1ccc2c(c1)C(O)CC1(CCN(CC(O)c3ccc(Cl)cc3)CC1)O2 (configuration not stated)	9
N=C(N)SCCN1CCCCC1	17
CCOc1ccc(NC(=O)c2sc(NC(=O)c3ccc(F)cc3)c(C(=O)OC)c2C)cc1	10
CCc1nn(CC(=O)NCC2CC2)c(=O)c2cc3occc3n12	6
CCn1c(-c2ccc3c(c2)c(C)c(C)n3C)n[nH]c1=S	9
O=C(CSc1nnc(-c2ccncc2)o1)N(C1CCCCC1)C1CCCCC1	12
COc1cccc(-c2nnc(NC(=O)c3cc(OC)c(OC)c(OC)c3)s2)c1	18
O=C1CC2(CCCCCC2)Oc2ccccc21	11
CON(C)C(=O)Cn1ncc2cccn2c1=O	6
CCOC(=O)C1Nc2c(cc(C(F)(F)F)cc2[N+](=O)[O-])C2c3ccccc3CC12 (configuration not stated)	15
O=C(C1CCCC1)N1CCC[C@H](Cn2nc(-c3cccs3)ccc2=O)C1	8
O=C(Nc1ccc(Cl)cc1)N(Cc1cccnc1)Cc1cc2cc3c(cc2[nH]c1=O)OCCO3	12

Structural class: the compounds so far containing a COOH group.
SMILES	EP2 antag
Cc1cn(CC[C@H](N)C(=O)O)c(=O)[nH]c1=O	8
O=C(O)[C@@H]1[C@H](C(=O)NCc2ccccn2)[C@@H]2C=C[C@H]1O2	8

The listing picks up, repeating the three entries before the break.
SMILES	EP2 antag
CCOC(=O)C1Nc2c(cc(C(F)(F)F)cc2[N+](=O)[O-])C2c3ccccc3CC12 (configuration not stated)	15
O=C(C1CCCC1)N1CCC[C@H](Cn2nc(-c3cccs3)ccc2=O)C1	8
O=C(Nc1ccc(Cl)cc1)N(Cc1cccnc1)Cc1cc2cc3c(cc2[nH]c1=O)OCCO3	12
O=C(O)c1cc(O)c(O)c(O)c1	20
Cc1nc2ccc(C(=O)NC3CCN(Cc4cccc(F)c4)CC3)cc2[nH]1	5
Cc1cc(C)c(S(=O)(=O)N(CC(=O)N2CCC(C(N)=O)CC2)C2CCCCC2)c(C)c1	11
Cc1cccc(C2(O)CCN(CC(O)c3ccc(Cl)c(Cl)c3)CC2)c1 (configuration not stated)	13
CCO/C(C)=C/c1sc2ccc(Cl)cc2[n+]1CCCS(=O)(=O)[O-]	9
Cc1ccc2c(c1)N[C@H](c1ccc(C(=O)O)cc1)c1cccn1-2	16
Cc1cc2cc(CN(C3CCCCC3)C(c3nnnn3Cc3ccccc3)C(C)C)c(=O)[nH]c2cc1C (configuration not stated)	10
COc1ccc(NC(=O)CN2CCC3(CC2)CC(=O)c2ccccc2O3)cc1	1
CC1CCCC(C)N1C(=O)CSc1nnc2c3cc(F)ccc3n(C)c2n1 (configuration not stated)	9
Cc1nc(-c2cccc(NS(=O)(=O)c3cn(C)nc3C)c2)cs1	8
COC(=O)c1c(NC(=O)c2cccs2)sc(C(=O)Nc2ccc(C)cc2)c1C	6
N#Cc1ccc(N2CCOCC2)cc1C#N	8
COc1ccc2[nH]c(=O)c(CN(Cc3ccco3)S(=O)(=O)c3ccccc3Cl)cc2c1	35
Cc1cc(C)nc(N2CCC(C(=O)Nc3ccc(F)cc3F)CC2)n1	11
O=S(=O)(NCCC(c1ccccc1)c1ccc2c(c1)OCO2)c1cccnc1 (configuration not stated)	6
COc1ccc(Nc2nc(C)cc(C)n2)cc1Cl	7
CCN(Cc1ccccc1)C(c1cc2cc(C)c(C)cc2[nH]c1=O)c1nnnn1C1CCCCC1 (configuration not stated)	17
Cn1cc([N+](=O)[O-])c(C(=O)n2nnc3ccccc32)n1	11
CCNC(=O)CC[C@H](N)C(=O)O	17
C/C(=C\C1CCCCC1)C(NC(=O)c1ccc(C(F)(F)F)cc1)c1ccc(-c2ccccc2)cc1 (configuration not stated)	18
CCc1ccc2[nH]c(=O)c(CN(C(=O)Nc3ccccc3OC)C3CCCCC3)cc2c1	6
N#Cc1ccccc1NC(=O)c1cc2ccccc2o1	8
CCc1ccccc1NC(=O)C1CCN(C(=O)c2cccs2)CC1	7
Cc1cccc2cc(C(c3nnnn3C3CCCC3)N3CCN(c4ccccc4F)CC3)c(=O)[nH]c12 (configuration not stated)	10
CC1CC(C)CN(C(=O)CSc2nnc3c(n2)[nH]c2ccccc23)C1 (configuration not stated)	12
COCCCNS(=O)(=O)c1ccc2c(c1)NC(=O)C(C)(C)O2	6
CCOc1ccc2c(c1)C1C=CCC1C(c1ccc(C(=O)OC)cc1)N2 (configuration not stated)	19
CC[C@H]1CC2CN3CCc4c([nH]c5c([C@H]6C[C@H]7[C@H](CC)CN(C)[C@@H](Cc8c6[nH]c6ccccc86)[C@H]7C(=O)OC)c(OC)ccc45)C(C(=O)OC)(C2)C13	14
O=C(NCC(=O)N1CCCCC1)c1ncoc1-c1ccc(F)cc1	5
COc1ccc(OC)c(C2CC(c3ccc(NS(C)(=O)=O)cc3)=NN2C(C)=O)c1 (configuration not stated)	5
C=CCOc1c(Cl)cc(/C=C2\C(=O)NC(=O)N(c3ccc(O)cc3)C2=O)cc1OC	4
COc1ccc(-n2c(SCC(=O)N3CCCC(C)C3)nnc2-c2ccccn2)cc1 (configuration not stated)	7
CSc1ccc(NC(=O)C(C)n2nc(-c3cc(C)oc3C)cc(N)c2=O)cc1 (configuration not stated)	5
O=C(Nc1ccc(Br)cc1Br)C1CC(=O)N(c2ccc(F)cc2)C1 (configuration not stated)	10
CCN(CC)C(=O)CSc1nnc2c3ccccc3n(C)c2n1	15
Cc1nc(-c2ccccc2)sc1C1(C)CC(c2cccnc2)=NO1 (configuration not stated)	9
Cc1ccc2c(c1)cc(CN(Cc1ccccc1)C(=O)c1cnccn1)c1nnnn12	19
Cc1ccc(CN(CCCN2CCOCC2)Cc2nc[nH]c2C)o1	7
COc1cc2[nH]c(=O)c(C(=O)NC(C)C)c(O)c2cc1OC	7
COc1cc(CN(CCCN(C)C)Cc2ccco2)cc2c1OCO2	1

As a short view, part of the list above.
SMILES	EP2 antag
COc1ccc(-n2c(SCC(=O)N3CCCC(C)C3)nnc2-c2ccccn2)cc1 (configuration not stated)	7
CSc1ccc(NC(=O)C(C)n2nc(-c3cc(C)oc3C)cc(N)c2=O)cc1 (configuration not stated)	5
O=C(Nc1ccc(Br)cc1Br)C1CC(=O)N(c2ccc(F)cc2)C1 (configuration not stated)	10
CCN(CC)C(=O)CSc1nnc2c3ccccc3n(C)c2n1	15

(list continues)
SMILES	EP2 antag
O=C(CN1CCC(O)(c2ccccn2)CC1)NCCc1ccc(F)cc1	13
CC(=O)Nc1cccc(-c2csc(Nc3ncccc3C)n2)c1	8
C=CCNC(=O)CSc1nc2c(C)cc(C)cc2cc1C#N	13
Cn1c(SCC(=O)c2ccc(F)cc2)nc2ccccc2c1=O	11
CCOc1ccc(N(C(=O)c2ccccn2)C(C(=O)NC2CCCCC2)c2cccs2)cc1 (configuration not stated)	5
CCCNC(=O)C(=O)Nc1nccs1	4
Cc1cc2cc(CN(CC3CCCO3)S(=O)(=O)c3c(C)ccc4nsnc34)c(=O)[nH]c2cc1C (configuration not stated)	6
Nc1nc2ccc(C(=O)Nc3c(Cl)cccc3Cl)cc2s1	4
Cc1ccc(C(C(=O)NC2CCCC2)N(Cc2ccco2)C(=O)c2ccco2)cc1 (configuration not stated)	13
Cc1cc(Cc2cc(Cc3cc(C)cc(C(C)(C)C)c3O)c(C)cc2C)c(O)c(C(C)(C)C)c1	52*
COC(=O)c1ccc(NC(=O)CSc2nnc(-c3cccs3)n2C)cc1	4
CCOC(=O)[C@H](CCc1ccccc1)N[C@@H](C)C(=O)N1[C@H](C(=O)O)C[C@@H]2CCC[C@@H]21	18&11
CC[C@H](Cn1nc(-c2ccoc2C)oc1=O)NC(=O)C(C)C	8
COCCn1c(SCC(=O)N2CCN(c3ccccc3OC)CC2)nnc1-c1ccco1	11
CCCOC(=O)C(C)n1cnc2sc(C(=O)Nc3ccccc3OC)c(C)c2c1=O (configuration not stated)	12
CCCn1c(/C=C/C2=CCN(C)CC2)nc2ccccc21	7
CC(=O)COC(=O)c1ccccc1NC(=O)c1ccco1	9

Source: PubChem
